influenza NS1A = H1N1 influenza NS1A inhibitors, functional cell based assay (AID 504329). NS1A functional cell-based assay, percent inhibition; higher % means a stronger effect. one-dose inhibition, % at 12.5 µM; IC50 in µM for titrated hits. hit rate 0.3% among 340,000; in the data active = a potency from the dose series; inconclusive = inhibition above about 27% without an active follow-up result; note: strong numbers were not always called active
tuberculosis growth = growth inhibition of non-replicating M. tuberculosis (AID 488890) | inhibition, % at 25 µM; hits with a dose series show IC50 in µM | Mycobacterium tuberculosis non-replicating, growth inhibition; higher % means a stronger effect | hit rate 0.39% among 320,000; in the data active = a potency from the dose series; inconclusive = inhibition mostly from about 82% at the one dose, without a potency; inactive = the rest, 99 in 100 with inhibition below about 76%;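 note: plate controls were DMSO cells for no effect and high antibiotic wells for full effect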
inhibitors of VEEV = inhibitors of VEEV TC-83 cytopathic effect, confirmation, Vero cells (AID 588727) | Vero cells, VEEV TC-83 cytopathic effect inhibition; higher % means a stronger effect | hit rate 0.13% among 350,000 | one-dose inhibition, % at 20 µM; IC50 in µM for titrated hits; in the data active = a potency from the dose series; inconclusive = inhibition mostly from about 14% at the one dose, without a potency; inactive = the rest, 99 in 100 with inhibition below about 12%; note: strong numbers were not always called active
Salmonella PhoP GFP = Inhibition of PhoP regulon, Salmonella typhi GFP reporter cells, confirmation, 4 h (AID 1850). Salmonella Typhi PhoP-promoter GFP reporter, fluorescence, 4 h; higher % means a stronger effect. inhibition, % at 50 µM, or IC50 in µM where a hit was titrated. hit rate 0.33% among 310,000; in the data active = a potency from the dose series; inconclusive = inhibition mostly from about 25% at the one dose, without a potency; inactive = the rest, 99 in 100 with inhibition below about 19%;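 note: 0% = induced wells with vehicle and 100% = uninduced wells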
M. tuberculosis HTS = M. tuberculosis growth inhibition, HTS (AID 449762); M. tuberculosis H37Rv growth inhibition, 7H9 media; higher % means a stronger effect; inhibition, % at 25 µM; hits with a dose series show IC50 in µM; hit rate 0.59% among 330,000; in the data active = a potency from the dose series; inconclusive = inhibition above about 70% without an active follow-up result;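 note: bacterial growth assessed after seven days of incubation; strong numbers were not always called active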
inhibitors of VEEV 10K pilot screen = recorded beside inhibitors of VEEV, whose call it bears; inhibition, %; measured here: 10K pilot screen inhibition
* marks the source's active call; other numbers are inactive results; i = inactive; ? = inconclusive; . = not tested or not shown.

SMILES	influenza NS1A	tuberculosis growth	inhibitors of VEEV	Salmonella PhoP GFP	M. tuberculosis HTS	others
Cc1ccc(C(=O)C(OC(=O)c2cnccn2)c2ccccc2)cc1 (stereo unspecified)	-4%	7%	0.6%	-6%	3%
COCCn1c(SCC(=O)c2cccc(OC)c2)nnc1-c1ccco1	18%	6%	2.8%	4%	-5%
O=C1NC(=O)C2(CCCCCCCCCCC2)N1	-4%	-13%	2.4%	1%	-1%
C=CCNC(=O)C1CC(=O)N(c2ccc(OCC(=O)Nc3cccc(OC)c3)cc2)C1 (stereo unspecified)	-4%	1%	0.2%	3%	-2%
COc1ccc(C)cc1NC(=O)C(Sc1nnc(-c2ccncc2)n1-c1ccc(Cl)cc1)c1ccccc1 (stereo unspecified)	6%	18%	1.1%	3%	20%
O=C(CCCc1ccccc1)Nc1ccnn1C1CCN(Cc2ccc(CO)o2)CC1	10%	8%	1.1%	2%	1%
COc1cc(/C=N/NC(N)=S)ccc1OCC(=O)N1CCOCC1	1%	33%	0.9%	1%	-14%
C[C@H]1CCC[C@]2(O[C@H](CCO)C[C@H](O)[C@H]2O)O1	-20%	-3%	1.0%	-13%	5%
CN(CCc1ccccn1)C(=O)CCC1CCCN(C(=O)c2c3c(nn2C)CCCC3)C1 (stereo unspecified)	-2%	7%	2.0%	4%	6%
COc1ccc(CN2CCN(CCSc3ccc(C)cc3)CC2)c(OC)c1OC	1%	10%	i	7%	5%
CCN1CCN(S(=O)(=O)c2ccc(Cl)c(C(=O)N(C)Cc3ccccc3)c2)CC1	-9%	13%	i	.	4%
CCN(CC)S(=O)(=O)c1cccc(C(=O)NNC(=O)c2ccc3[nH]c(=O)c(=O)[nH]c3c2)c1	1%	22%	1.0%	-11%	-6%
Cc1ccc(S(=O)(=O)/N=C/c2cc(Br)ccc2O)cc1	1%	4%	1.5%	4%	-1%
CN(C)CC1CCCCC1C1(O)c2ccccc2CSc2sccc21 (stereo unspecified)	17%	25%	i	4%	-5%
O=S(=O)(c1ccc2c(c1)OCCO2)N1CCN(c2nc3ccccc3s2)CC1	-8%	1%	i	-10%	10%
COc1ccc(N2C(=O)CC(NC3CCCCNC3=O)C2=O)cc1 (stereo unspecified)	2%	-12%	i	-4%	-4%
Cc1ccccc1CNCCCSc1ncccn1	23%	-15%	i	0%	-5%
Cn1ccnc1SCC(=O)Nc1cccc([N+](=O)[O-])c1	-5%	-5%	0.3%	15%	0%
CCn1c(=N)n(CC(O)c2ccccc2)c2ccccc21 (stereo unspecified)	-6%	6%	i	0%	-4%
C=C1[C@H]2C[C@H]3[C@H]4N5C[C@]6(C)CCC[C@]47[C@H]([C@H]2O)[C@]3(C[C@]5(O)[C@H]67)[C@@H]1O	-4%	-11%	0.2%	4%	-11%
O=c1oc2ccc(Cl)cc2nc1/C=C(\O)c1cccs1	1%	77%	0.8%	-43%	?
Cc1cccc(C)c1NC(=O)CN(C)CC(=O)Nc1ccccc1Br	-38%	1%	3.5%	5%	8%
Cc1ccc(C)c(OCCC(=O)Nc2ccc3c(c2)OCO3)c1	1%	8%	4.8%	.	?
COc1ccc(S(=O)(=O)NNC(=O)c2sccc2-n2cccc2)cc1	-14%	-3%	0.3%	4%	0%
CCOC(=O)C(C)Sc1nnc2c3ccccc3n(C)c2n1 (stereo unspecified)	-5%	80%	0.7%	-3%	?

Four compounds out of the list, sorted by molecular weight, descending.
SMILES	influenza NS1A	tuberculosis growth	inhibitors of VEEV	Salmonella PhoP GFP	M. tuberculosis HTS	others
Cc1cccc(C)c1NC(=O)CN(C)CC(=O)Nc1ccccc1Br	-38%	1%	3.5%	5%	8%
CN(C)CC1CCCCC1C1(O)c2ccccc2CSc2sccc21 (stereo unspecified)	17%	25%	i	4%	-5%
Cc1ccccc1CNCCCSc1ncccn1	23%	-15%	i	0%	-5%
O=C1NC(=O)C2(CCCCCCCCCCC2)N1	-4%	-13%	2.4%	1%	-1%

Going on with the list.
SMILES	influenza NS1A	tuberculosis growth	inhibitors of VEEV	Salmonella PhoP GFP	M. tuberculosis HTS	others
O=C(Nc1c(C(=O)Nc2cccc3ccccc23)cnn1-c1ccccc1)c1ccco1	-11%	31%	11%	0%	5%
COc1cc(CNCc2cccnc2)ccc1OCc1ccccc1	-8%	46%	0.2%	-19%	0%
O=C1CCCC/C1=C\Nc1ccccc1C(=O)O	-6%	-2%	i	-14%	-3%
CC1CCCCN1C/C=C/c1ccccc1[N+](=O)[O-] (stereo unspecified)	0%	2%	i	-3%	1%
COc1cccc(Nc2nnc(SCC(=O)N3CCOCC3)s2)c1	-5%	-12%	0.5%	-2%	2%
Cc1cnc(NS(=O)(=O)c2ccccc2)c(Br)c1	-22%	6%	i	-16%	13%
COc1ccc(S(=O)(=O)NCC(=O)N(CC(=O)NCC2CCCO2)Cc2ccccc2)cc1 (stereo unspecified)	-8%	-4%	1.6%	-14%	-4%
COc1ccc(C(=O)CC(=O)C(=O)Nc2ccc(C)cc2Cl)cc1	-11%	?	1.1%	9%	?
CC(=O)c1ccc(NC(=O)CSc2ccc(-c3ccco3)nn2)cc1	1%	9%	0.2%	1%	-12%
CCOC(=O)C1=C(C)NC2=C(C(=O)C(C(=O)OCC)C(c3ccc(OC)cc3)C2)C1c1ccccn1 (stereo unspecified)	-1%	-2%	0.8%	6%	1%
CC(=O)c1c(C)[nH]c(C(=O)COC(=O)Cc2ccccc2F)c1C	-1%	7%	10%	.	-1%
CC12CCC(c3c(C(=O)O)nn(-c4ccccc4)c31)C2(C)C (stereo unspecified)	3%	12%	0.7%	3%	-1%
Cc1nc2nc(SCC(=O)NCCCN3CCCCCC3)nn2c(C)c1Cc1ccccc1Cl	-1%	52%	3.1%	0%	0%
Cc1onc(-c2ccccc2)c1C(=O)NC1CC1	0%	.	0.6%	.	.
O=C(NC1CC1)c1ccc2c(c1)S(=O)(=O)c1cc(Cl)ccc1C2=O	.	11%	.	.	-5%
CCCCn1c(N)c(N(C)C(=O)c2c(C)nn(-c3ccccc3)c2C)c(=O)[nH]c1=O	-8%	-9%	2.7%	.	-5%
NNC(=O)c1cc2ccccc2[nH]1	-4%	-1%	0.5%	4%	8%
O=C([C@H](O)c1ccccc1)N1CCC[C@H]1CO	-7%	-4%	0.5%	1%	2%
CC(=O)c1c(C)oc2ccc(NS(=O)(=O)c3ccc(O)c(C(=O)O)c3)cc12	9%	-1%	0.0%	-3%	-1%
CN(C)CCCN=Cc1c(O)n(Cc2ccccc2)c(=O)c2ccccc12	5%	7%	1.7%	4%	2%
COc1ccc(NC(=S)NC(=O)c2cncc(Br)c2)c(OC)c1	-7%	-3%	0.3%	-15%	0%
CSc1cccc(NC(=O)CSc2ccc(Cl)cc2)c1	0%	?	4.9%	7%	?
COc1ccc(-c2cc(C(=O)Nc3ccc(Cl)cc3Cl)c3ccccc3n2)cc1OC	1%	-8%	2.2%	-21%	?
COCCCN1C(=O)C(O)=C(C(=O)c2ccc(C)o2)C1c1cccc(Br)c1 (stereo unspecified)	-6%	53%	i	-12%	-8%
C=CCn1c(N2CCOCC2)nc2c1c(=O)[nH]c(=O)n2C	-14%	1%	1.3%	11%	0%
SMILES	influenza NS1A	tuberculosis growth	inhibitors of VEEV	Salmonella PhoP GFP	M. tuberculosis HTS	others
Cc1cccc2nc(CSc3nc4[nH]ncc4c(=O)n3-c3ccccc3Cl)cc(=O)n12	-4%	12%	3.9%	-4%	-6%
O=C1CCC(C(=O)N(CCO)Cc2ccccc2)CN1CC1CCCCC1 (stereo unspecified)	-3%	-4%	0.7%	4%	3%
COC(=O)C(CC(C)C)NC(=O)c1cccs1 (stereo unspecified)	10%	13%	i	7%	-2%
CCC1CCC/C1=N\NC(=O)c1cc(C)[nH]n1 (stereo unspecified)	-16%	27%	2.1%	-2%	1%
CCN(C[C@H]1N[C@@](CC)(C(=O)OC)[C@H]2C(=O)N(C)C(=O)[C@@H]12)S(=O)(=O)c1ccc(C)cc1	-3%	2%	i	.	3%
O=C(OC(C(=O)NCc1cccs1)c1ccccn1)c1cccs1 (stereo unspecified)	6%	-4%	i	5%	-7%
CC(C)(C)NC(=O)C(=O)NNC(=O)c1ccccc1Br	-4%	-8%	0.3%	-2%	-1%
COc1cc(OC)cc(C(=O)OCC(=O)N(C)c2ccccc2)c1	-2%	-3%	1.6%	-2%	2%
N#Cc1ccccc1/C=N/Nc1nc(-c2ccccc2)c2cc(Cl)ccc2n1	1%	-16%	3.9%	21%	-2%
O=[N+]([O-])c1cc(C(F)(F)F)ccc1NCCCN1CCOCC1	5%	-4%	0.3%	10%	-7%
COc1ccc(C(CC(=O)O)c2cc(OC)c(OC)c(OC)c2)cc1OC (stereo unspecified)	7%	.	2.0%	.	.
COc1ccc(CN2CCCC(C(=O)N(C)Cc3ccccc3)C2)cc1OC (stereo unspecified)	-23%	16%	i	-8%	2%
Cc1cccc(N=C2NC(=O)/C(=C/c3cccn3C)S2)c1	5%	15%	4.8%	-15%	22%
C/C=C/c1ccc(OCC(O)CNCC(c2ccc(OC)cc2)N(C)C)c(OC)c1 (stereo unspecified)	-19%	36%	i	2%	2%
Cc1noc(/C=C/c2ccco2)c1S(=O)(=O)N1CCC(C(=O)N2CCc3ccccc3C2)CC1	-2%	46%	7.2%	11%	10%
COc1ccc2cc3c(N)c(C(=O)NCc4ccco4)sc3nc2c1	2%	28%	9.1%	-3%	16%
OCC[C@@H]1C[C@H](O)[C@@H](O)[C@@]2(OCCCc3ccccc32)O1	1%	-4%	0.6%	-4%	1%	inhibitors of VEEV 10K pilot screen=0.8
Cc1cccc(NC(=O)CSc2nc(N)cc(N)n2)c1	8%	1%	3.7%	0%	-2%
O=C(NNc1cc(N2CCOCC2)nc(N2CCOCC2)n1)c1ccc(Cl)cc1Cl	-5%	12%	0.9%	0%	-5%	inhibitors of VEEV 10K pilot screen=1.0
CN(C)S(=O)(=O)Nc1cc(F)cc(F)c1	0%	-2%	0.3%	-3%	3%
Cc1cccc2[nH]c(-c3ccc(NC(=O)c4ccco4)cc3)nc12	5%	6%	7.0%	17%	-7%
Cc1ccc(N=C2C(=O)Nc3ccc(Br)cc32)cc1	1%	-1%	0.3%	-5%	8%
O=C(CSc1nc2c([nH]c3ccccc32)c(=O)n1-c1cccc(Cl)c1)N1CCOCC1	28%	.	3.9%	0%	-11%
CN(C)S(=O)(=O)c1ccc(C(=O)N2CCCC2c2nc3ccccc3s2)cc1 (stereo unspecified)	-10%	4%	i	-9%	0%
COc1ccc(C(=O)N(Cc2ccccc2)c2cccc(C)c2)cc1	-11%	-2%	6.7%	-5%	-5%

Two consecutive records already listed:
SMILES	influenza NS1A	tuberculosis growth	inhibitors of VEEV	Salmonella PhoP GFP	M. tuberculosis HTS	others
CN(C)S(=O)(=O)c1ccc(C(=O)N2CCCC2c2nc3ccccc3s2)cc1 (stereo unspecified)	-10%	4%	i	-9%	0%
COc1ccc(C(=O)N(Cc2ccccc2)c2cccc(C)c2)cc1	-11%	-2%	6.7%	-5%	-5%

(listing goes on)
SMILES	influenza NS1A	tuberculosis growth	inhibitors of VEEV	Salmonella PhoP GFP	M. tuberculosis HTS	others
C/C(CC(=O)Nc1ccccn1)=N\NC(=O)C(=O)Nc1ccccc1C	4%	2%	1.6%	0%	-1%
COc1cccc(C2C(C(=O)c3cc4ccccc4o3)=C(O)C(=O)N2c2cc(C)on2)c1 (stereo unspecified)	8%	41%	0.7%	10%	3%
CNc1ncc(C(=O)c2ccc(-c3ccccc3)cc2)s1	6%	10%	4.8%	0%	11%
O=C(Nc1ccc(NC(=O)c2cccs2)cc1)c1ccc2ccccc2c1	-2%	-7%	i	-3%	6%
O=C(Nc1nc(COc2ccccc2)cs1)c1ccccc1F	-9%	40%	1.4%	-1%	-8%
O=c1oc2ccccc2c2c1nnn2CCO	-6%	.	1.2%	-9%	-4%
COc1cccc(CN(C)C(=O)COc2ccc(C(=O)c3ccc(Cl)cc3)cc2)c1OC	8%	42%	3.2%	5%	0%
COc1cccc(NC(=O)Nc2cccn(Cc3ccc(C)cc3)c2=O)c1	-12%	4%	2.0%	-19%	6%
CC1CCCN(C2(O)C(=O)Nc3ccc([N+](=O)[O-])cc32)C1 (stereo unspecified)	1%	-1%	0.6%	4%	0%
COc1ccc(CCNC(=S)Nc2ccc(C(C)C)cc2)cc1	-13%	?	i	7%	-1%
COc1ccc(CNCCc2ccc3c(c2)OCO3)cc1Br	-9%	7%	i	9%	4%
COc1cccc(CNCc2ccco2)c1O	-8%	.	0.5%	.	.
Cc1onc(-c2c(Cl)cccc2Cl)c1NC(=O)NC1CCSC1 (stereo unspecified)	.	-7%	i	2%	4%
CCOC(=O)c1cc(-c2cccs2)[nH]n1	-2%	-2%	i	-12%	2%
CCc1cc2c3c(c1)C(C)CC(C)(C)N3C(=O)/C2=C1\SC(=O)NC1=O (stereo unspecified)	.	i	0.6%	5%	6%

Screens (PubChem)

Rows are unselected; overall some 1.6% were active at least once.
